# m-calpain inh: blocks pig calpain II enzyme activity; purified calpain II, fluorogenic peptide substrate, 30 min; AID 1236; 220,000 tested, 0.37% active; inhibition, % at 16 µM;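 active means inhibition above about 50%, limit read from the data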
# Cl transport mod: modulates chloride dependent transport by human KCC2. Q9H2X9. KCC2 cells, thallium flux FluoZin-2 fluorescence. B-score of Tl+ flux slope (higher = more flux/activation; lower = inhibition) at 10 µM. 190,000 tested, 2.2% active;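 active means thallium flux slope and its plate-corrected score both differing from the plate sample mean at a set confidence after two filtering rounds, in either direction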;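 further: slope of fluorescence scaled to starting intensity during 10 to 20 s after thallium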
# EBV gp42 block: blocks Epstein-Barr virus glycoprotein 42 binding; inhibition, % (tested at 21.74 µM); AID 1085; 220,000 tested, 0.42% active; Fluorescence polarization binding assay, mP read-out; in the data active means inhibition above about 50%
# Target sequence (Q1HVG2 whole entry, looked up): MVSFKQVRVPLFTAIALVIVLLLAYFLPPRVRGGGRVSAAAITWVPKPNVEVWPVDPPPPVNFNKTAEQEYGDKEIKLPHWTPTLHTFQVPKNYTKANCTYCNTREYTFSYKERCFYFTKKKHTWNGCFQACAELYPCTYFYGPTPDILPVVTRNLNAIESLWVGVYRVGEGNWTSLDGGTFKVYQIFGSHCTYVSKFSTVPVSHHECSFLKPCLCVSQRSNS
# Furin inhibitor: blocks human furin protease activity | inhibition, % at 30 µM | purified furin, fluorogenic substrate cleavage | 220,000 tested, 0.061% active | P09958; in the data active means inhibition above about 25%; further: inactives centre near -15
# Target sequence (P09958 108-714 limits assumed): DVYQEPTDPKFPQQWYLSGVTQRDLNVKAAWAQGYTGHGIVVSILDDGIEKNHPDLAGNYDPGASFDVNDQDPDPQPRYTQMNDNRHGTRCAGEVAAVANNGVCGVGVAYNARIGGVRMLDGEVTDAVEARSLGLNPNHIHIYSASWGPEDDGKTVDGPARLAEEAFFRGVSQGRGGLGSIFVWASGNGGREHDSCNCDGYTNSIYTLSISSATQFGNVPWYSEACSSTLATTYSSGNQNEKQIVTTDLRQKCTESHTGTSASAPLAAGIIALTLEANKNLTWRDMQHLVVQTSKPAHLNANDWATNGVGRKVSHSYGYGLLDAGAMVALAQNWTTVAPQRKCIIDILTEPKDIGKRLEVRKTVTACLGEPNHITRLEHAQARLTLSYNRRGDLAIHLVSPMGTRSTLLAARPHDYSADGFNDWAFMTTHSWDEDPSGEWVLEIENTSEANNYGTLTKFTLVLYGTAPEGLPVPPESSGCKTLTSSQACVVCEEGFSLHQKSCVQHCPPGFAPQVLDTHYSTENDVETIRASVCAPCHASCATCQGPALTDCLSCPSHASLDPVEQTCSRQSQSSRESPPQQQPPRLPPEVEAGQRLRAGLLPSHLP
# TRPML3 ag: human mucolipin-3 channel agonism; HEK293 TRPML3-YFP, Fluo-8 calcium fluorescence; 100% = the carbachol control signal; activation, % at 3 µM; 220,000 tested, 0.29% active; AID 1448;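 active means activation above its plate's cutoff, the mean activation of the plate's test wells plus 3 SD, cut at about 12% in these data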;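 further: 0% = DMSO only wells and 100% = carbachol wells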
#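 Material: HEK293 cells stably carrying human TRPML3-YFP; compound dosing: single dose, 3 µM final nominal compound, 0.3% DMSO final; incubation: 1-h 37 °C dye load, 5-s basal, 120-s post-compound reads; technique: Fluo-8 intracellular calcium fluorescence, excitation 470-495 nm, emission 515-575 nm; read-out basis: percent activation from peak-to-basal fluorescence ratio, scaled between DMSO and carbachol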
# thrombin 1536: thrombin (human) inhibition; P00734; alpha-thrombin, Boc-VPR-AMC fluorogenic substrate cleavage; inhibition, % at 5 µM; 220,000 tested, 0.26% active; AID 1046;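 active means inhibition at or above 40%; inactive means inhibition below 40%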;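 further: 0% = enzyme with no compound and 100% = wells without enzyme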
#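 Material: Human alpha-thrombin protein | Buffer or medium: pH 7.5 Tris-saline with Tween 20 | Reagent: Boc-VPR-AMC substrate, 15 µM final | Schedule: Reaction at ambient temperature | Detection: AMC fluorescence at 355 nm excitation and 460 nm emission | Evaluation: Percent inhibition scaled between no-compound controls and no-enzyme blanks | Controls: no-compound enzyme wells and no-enzyme blanks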
# zfTRPN1 agonist: activates the zebrafish TRPN1 channel; 220,000 tested, 0.18% active; activation, % at 3 µM; HEK293 zebrafish TRPN1-YFP, Fluo-8 calcium fluorescence; 100% = response to 87 µM carbachol; AID 1424;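 active means activation above its plate's cutoff, the mean activation of test wells on that plate plus 3 SD, cut at about 19% in these data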;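 further: 0% = DMSO alone and 100% = 87 µM carbachol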
#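 Material – zebrafish TRPN1-YFP in HEK293 cells · Doses – 3 µM single point · Schedule – dye 1 h 37 °C plus 30 min RT · Signal – Fluo-8 calcium fluorescence, excitation 470-495 nm, emission 515-575 nm · Read-out – % activation versus carbachol response · Control set – carbachol high, DMSO low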
# Tb hexokinase: T. brucei hexokinase 1 inhibition; inhibition, % at 10 µM; 220,000 tested, 0.11% active; recombinant TbHK1, G6PDH-coupled NADH A340;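 active means inhibition of 50% or more in the single-dose primary screen; inactive means inhibition below 50%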
# PPC-1+TRAIL kill: PPC-1 cancer cell killing with TRAIL present; PPC-1 cells + TRAIL, ATPLite viability luminescence; cell killing (% activity), % at 4 µM; 220,000 tested, 0.41% active; AID 1443;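 active means cell killing above 50% in the first pass at 4 µM, then a duplicate retest at 5 µM averaging 50% or more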;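 further: plate controls were cells with TRAIL plus DMSO for no effect and medium-only wells lacking cells for full effect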
# * hit, by the source's call; x = no result given; [ ] = dose if it differs, or a comment.
# Values run as follows: m-calpain inh	Cl transport mod	EBV gp42 block	Furin inhibitor	TRPML3 ag	thrombin 1536	zfTRPN1 agonist	Tb hexokinase	PPC-1+TRAIL kill
O=C(NC(=S)N1CCN(CCO)CC1)C12CC3CC(CC(C3)C1)C2
 : -18.1	-1.28	-8.3	-15.8	1.1	-7.8	1.8	-10.6	13.4
COc1ccc(/C=N/NC(=O)CCc2n[nH]c(=O)[nH]c2=O)cc1O
 : 0.7	x	-21.7	-15.4	1.1	-3.3	1.4	-8.8	4.3
CC(C)(C)C(=O)C(Cc1ccccc1Cl)n1cncn1 (stereo not drawn)
 : 10.2	0.623	-13.8	-15.0[20 µM]	7.1	-0.4	-0.1	2.4	27.7
COc1ccc(C(=O)N2CCN(C3CCC(c4ccccc4)CC3)CC2)cc1OC (stereo not drawn)
 : -3.2	0.229	-20.7	-16.8[20 µM]	1.5	2.4	0.2	-3.9	1.7
CN(C)c1ccc(C2N3CC4(C)CN2CC(C)(C3)C4O)cc1 (stereo not drawn)
 : 19.5	x	-10.4	-9.4	0.6	2.5	1.3	-38.5	11.5
c1ccc2sc(Cc3nnc4n3CCCCC4)nc2c1
 : -5.8	-0.466	-2.7	-21.5	1.0	-0.5	0.9	-1.9	-13.4
COC(C/C=C\[C@@H](O)COCc1ccccc1)OC
 : -1.3	0.404	7.3	-15.3	x	-3.2	x	7.0	-0.5
COCc1nnc(NC(=O)CC(C)C)s1
 : -17.7	0.156	-5.6	-16.5[20 µM]	0.3	-0.4	0.4	-4.5	22.4
C=CCc1cccc2cc(C(=O)Nc3ccc(S(=O)(=O)Nc4nnc(CC)s4)cc3)c(=O)oc12
 : 28.9	-1.29	73.1*	-15.4	0.8	-5.5	0.6	18.5	27.8
NS(=O)(=O)c1ccc(CCNC(=O)c2ccc(Br)s2)cc1
 : -21.2	2.89	-7.5	-17.9	0.4	1.6	1.0	1.9	13.7
CCCNC(=O)c1ccccc1C(=O)NCCC
 : -10.8	0.685	-6.9	-24.1[20 µM]	-0.3	1.2	0.6	3.4	5.2
Cc1cc(NC(=O)/C=C/c2ccc(Cl)cc2)no1
 : 13.1	0.012	-7.1	-7.2	0.0	4.9	0.2	-7.8	6.6
Cc1ccc(C)c(NC(=O)c2sc(Cl)nc2-c2ccccc2)c1
 : -5.1	-1.18	0.3	-13.1[20 µM]	0.1	1.8	-1.4	-8.7	16.2
Cc1nc(N2CCCCC2)sc1C(=O)c1ccc(Cl)c([N+](=O)[O-])c1
 : 6.3	-0.39	5.9	-21.8	-0.2	-1.4	-0.3	-5.3	49.5
O=C(CCNc1cccc(Cl)c1)c1ccco1
 : 13.1	-0.479	-12.3	-21.6	1.1	-5.8	-0.2	5.4	5.5
Cc1sc2nc[nH]c(=S)c2c1-c1ccccc1
 : -6.2	30.7*	-4.1	-18.6	1.1	1.2	2.0	-18.5	1.4
O=C(COc1ccccc1)Nc1nn[nH]n1
 : -13.1	x	-5.5	-20.9[20 µM]	1.0	-3.6	-0.7	6.0	42.4
Cc1ccsc1/C=N/NC(=O)c1cccnc1
 : 8.8	1.54	-11.1	-0.3	0.4	-1.6	0.3	-68.7	5.6
CCOC(=O)C1CCCN(C(=O)c2cccc(NC(=O)C(CC)CC)c2)C1 (stereo not drawn)
 : -5.7	0	-7.1	-12.2	-0.3	x	-1.0	-3.0	22.4
CC(C)N(CC(N)=O)C(=O)Cc1coc2cc3c(cc12)CCC3
 : -15.5	-0.226	5.8	-8.1	-0.4	5.3	-0.5	-3.8	-11.0

# Next compounds follow:
# Values run as follows: m-calpain inh	Cl transport mod	EBV gp42 block	Furin inhibitor	TRPML3 ag	thrombin 1536	zfTRPN1 agonist	Tb hexokinase	PPC-1+TRAIL kill
Cc1nc(N2CCN(c3ccccn3)CC2)c2c(C)c(C(=O)Nc3ccc(F)cc3)sc2n1
 : -126.7	0.689	2.2	1.8	0.7	-13.0	0.5	-13.1	8.2
Cc1ccc(OCC(=O)N/N=C\c2ccc(C)o2)c([N+](=O)[O-])c1
 : 20.3	0.125	-1.5	-6.1	0.1	-5.1	-0.3	-6.0	x
COCC1=C(C(=O)OC)C(c2ccco2)n2ncnc2N1 (stereo not drawn)
 : 5.5	-0.0059	-2.4	-13.9	0.7	-2.9	1.4	-6.4	19.2
CCOC(=O)NNC(=S)Nc1c(C)n(C)n(-c2ccccc2)c1=O
 : 0.0	-0.318	-1.3	-26.7	0.6	-5.2	2.9	-5.1	-2.3
O=C(Nc1ccc(Cl)cc1)N1CCC(c2nc(-c3ccccc3Cl)no2)CC1
 : 21.7	-0.741	-13.7	-17.6[20 µM]	3.4	-8.3	3.2	22.6	-11.5
Cc1cc(C)c(NC(=S)NCC2CCN(C(C)c3ccccc3)C2)c(C)c1 (stereo not drawn)
 : -22.2	0.524	-3.3	-22.6	0.4	2.5	-2.0	1.0	6.5
NC(=O)c1ccc(N2CCN(c3ccccc3O)CC2)c([N+](=O)[O-])c1
 : 8.8	0.965	-3.5	-4.8	-0.2	8.7	4.2	4.5	-4.5
O=C(CC1SC(=NCC2CCCO2)NC1=O)Nc1cc([N+](=O)[O-])ccc1Cl (stereo not drawn)
 : -19.3	-0.265	-10.6	-32.3	0.9	-2.4	1.1	-2.6	-12.5
CCNCc1ccc(OCc2cccs2)c(OCC)c1
 : -42.0	-0.643	-6.8	-22.5	1.9	-12.0	0.1	-5.5	-2.3
O=C(O)CCCNc1ccc(S(=O)(=O)N2CCCCC2)cc1
 : -19.5	-0.0321	3.1	-16.6	0.7	-6.3	0.5	-2.7	5.2
COC(=O)c1cccc(S(=O)(=O)N2CCC(n3nnc4cc(F)ccc43)CC2)c1
 : 3.4	-0.118	-8.5	-6.2	0.3	-3.3	0.2	5.0	9.5[5 µM]
Cc1cccc(-c2noc(CCC(=O)NCc3ccco3)n2)c1
 : 11.5	x	-26.8	-14.7[20 µM]	0.6	-2.4	-0.3	-9.5	-17.5
CN(C)C(=S)SCC(=O)Nc1ccc(Cl)cc1Cl
 : -16.3	-0.691	-3.9	-7.5	-0.4	-0.2	-1.9	10.1	18.4
Nc1ccc(S(=O)(=O)c2cccc(N)c2)cc1
 : 2.4	-1.16	17.7	-27.3[20 µM]	0.5	-4.7	-1.0	2.5	4.9
Cc1cc(C)cc(NC(=O)Nc2ccc3c(c2)N(C)C(=O)CS3)c1
 : -58.6	0.349	-17.2	-37.1	2.2	-3.7	4.1	-5.0	4.0
Nc1nc(SCC(=O)NCc2ccccc2Cl)[nH]c(=O)c1NC(=O)c1ccccc1F
 : -1.9	-0.789	-6.7	-9.2	0.4	-11.0	-1.6	-3.9	-1.4
Cc1ccc2nc(C)c(C(=O)N/N=C/c3cccs3)cc2c1
 : 13.3	0.0142	2.2	-3.0	0.6	-9.2	1.0	1.1	23.3
CC(=O)N1CCC(N(CCN2CCOCC2)C(=S)Nc2ccc(C)cc2C)CC1
 : 13.4	-0.509	-5.2	-3.5	0.7	2.2	-0.4	7.6	16.5
NS(=O)(=O)c1ccc(CNC(=O)c2cnccn2)cc1
 : -9.5	1.11	-13.3	-34.7	1.4	-8.3	1.3	-4.6	0.5
CCCCC1=CC2=CC(=O)C(C)(OC(=O)CC)C(=O)C2=CN1Cc1ccc(OC)cc1 (stereo not drawn)
 : -69.5	-0.46	28.6	-1.6	x	-0.7	x	-42.9	17.3

# (list continues)
# Values run as follows: m-calpain inh	Cl transport mod	EBV gp42 block	Furin inhibitor	TRPML3 ag	thrombin 1536	zfTRPN1 agonist	Tb hexokinase	PPC-1+TRAIL kill
CCCCn1c(-c2c(Cl)c(C)nn2C)n[nH]c1=S
 : 21.1	-0.344	8.2	-16.1	0.2	-4.7	-1.9	10.4	x
CC(=O)Nc1ccc(NC(=O)C(C)OC(=O)C2(c3ccc(Cl)cc3)CCCC2)cc1 (stereo not drawn)
 : -28.2	-0.646	-38.8	-21.5	-0.1	-9.4	-0.5	-4.0	0.9
c1ccc2c(c1)CCN(c1nc3cc4c(cc3s1)OCO4)C2
 : 13.5	0.144	8.6	-13.7[20 µM]	-0.5	-5.7	-0.9	-11.5	22.7
CCOC(=O)N1N=C(C)CC1(O)c1ccc(Cl)cc1 (stereo not drawn)
 : -7.5	-0.472	5.3	-18.1	0.7	0.7	0.6	-2.6	33.1
COC(=O)c1cncc(O)c1
 : -8.8	-0.264	-14.6	-25.0[20 µM]	0.3	1.0	0.6	-9.1	18.8
FC(F)(F)c1cccc(-n2c(Cn3nnc4ccccc43)n[nH]c2=S)c1
 : 11.7	0.452	-11.1	-20.6	0.3	-5.6	2.9	-2.5	20.6
COc1ccc(CCNc2oc(-c3ccc(OC)c(OC)c3)nc2C#N)cc1
 : -393.1	-2.32	0.2	-10.7	-1.3	-0.1	-3.6	-0.3	13.4
O=[N+]([O-])c1ccc(/C=N/NC2=NS(=O)(=O)c3ccccc32)cc1
 : 4.7	0.214	-7.6	3.6	0.3	x	2.1	-3.6	14.2
Cc1nonc1C(=O)N/N=C/c1ccncc1
 : -21.1	1.21	2.4	-15.7	1.1	2.8	0.3	-9.7	2.1

# Among those listed so far, 6 contain an NH in an aromatic ring:
# Values run as follows: m-calpain inh	Cl transport mod	EBV gp42 block	Furin inhibitor	TRPML3 ag	thrombin 1536	zfTRPN1 agonist	Tb hexokinase	PPC-1+TRAIL kill
COc1ccc(/C=N/NC(=O)CCc2n[nH]c(=O)[nH]c2=O)cc1O
 : 0.7	x	-21.7	-15.4	1.1	-3.3	1.4	-8.8	4.3
Cc1sc2nc[nH]c(=S)c2c1-c1ccccc1
 : -6.2	30.7*	-4.1	-18.6	1.1	1.2	2.0	-18.5	1.4
O=C(COc1ccccc1)Nc1nn[nH]n1
 : -13.1	x	-5.5	-20.9[20 µM]	1.0	-3.6	-0.7	6.0	42.4
Nc1nc(SCC(=O)NCc2ccccc2Cl)[nH]c(=O)c1NC(=O)c1ccccc1F
 : -1.9	-0.789	-6.7	-9.2	0.4	-11.0	-1.6	-3.9	-1.4
CCCCn1c(-c2c(Cl)c(C)nn2C)n[nH]c1=S
 : 21.1	-0.344	8.2	-16.1	0.2	-4.7	-1.9	10.4	x
FC(F)(F)c1cccc(-n2c(Cn3nnc4ccccc43)n[nH]c2=S)c1
 : 11.7	0.452	-11.1	-20.6	0.3	-5.6	2.9	-2.5	20.6

# Looked up by compound from above:
# Values run as follows: m-calpain inh	Cl transport mod	EBV gp42 block	Furin inhibitor	TRPML3 ag	thrombin 1536	zfTRPN1 agonist	Tb hexokinase	PPC-1+TRAIL kill
COC(=O)c1cncc(O)c1
 : -8.8	-0.264	-14.6	-25.0[20 µM]	0.3	1.0	0.6	-9.1	18.8
CCOC(=O)N1N=C(C)CC1(O)c1ccc(Cl)cc1 (stereo not drawn)
 : -7.5	-0.472	5.3	-18.1	0.7	0.7	0.6	-2.6	33.1
